KDM5B inhibitor: Primary screen for KDM5B Histone Demethylases FDH-coupled qHTS | Lysine-specific demethylase 5B (Homo sapiens), Q9UGL1 | KDM5B demethylase, FDH-coupled NADH fluorescence (FDH is formaldehyde dehydrogenase) | Potency, µM (series often up to 57.7 µM), without a hit: top-dose activity change, negative = inhibition, most hits filed as inhibitors | hit rate 2.6% among 220,000 | AID 1347165, 2019; active means well fitted inhibition curve with a large enough effect; inconclusive means small, poorly fitted or top-dose-only effect; inactive means no such curve, though single readings can be large or run the other way; further: 0% is about no effect; nearly all actives have a fitted effect of over 70% in size
Target sequence (Q9UGL1 whole entry, looked up): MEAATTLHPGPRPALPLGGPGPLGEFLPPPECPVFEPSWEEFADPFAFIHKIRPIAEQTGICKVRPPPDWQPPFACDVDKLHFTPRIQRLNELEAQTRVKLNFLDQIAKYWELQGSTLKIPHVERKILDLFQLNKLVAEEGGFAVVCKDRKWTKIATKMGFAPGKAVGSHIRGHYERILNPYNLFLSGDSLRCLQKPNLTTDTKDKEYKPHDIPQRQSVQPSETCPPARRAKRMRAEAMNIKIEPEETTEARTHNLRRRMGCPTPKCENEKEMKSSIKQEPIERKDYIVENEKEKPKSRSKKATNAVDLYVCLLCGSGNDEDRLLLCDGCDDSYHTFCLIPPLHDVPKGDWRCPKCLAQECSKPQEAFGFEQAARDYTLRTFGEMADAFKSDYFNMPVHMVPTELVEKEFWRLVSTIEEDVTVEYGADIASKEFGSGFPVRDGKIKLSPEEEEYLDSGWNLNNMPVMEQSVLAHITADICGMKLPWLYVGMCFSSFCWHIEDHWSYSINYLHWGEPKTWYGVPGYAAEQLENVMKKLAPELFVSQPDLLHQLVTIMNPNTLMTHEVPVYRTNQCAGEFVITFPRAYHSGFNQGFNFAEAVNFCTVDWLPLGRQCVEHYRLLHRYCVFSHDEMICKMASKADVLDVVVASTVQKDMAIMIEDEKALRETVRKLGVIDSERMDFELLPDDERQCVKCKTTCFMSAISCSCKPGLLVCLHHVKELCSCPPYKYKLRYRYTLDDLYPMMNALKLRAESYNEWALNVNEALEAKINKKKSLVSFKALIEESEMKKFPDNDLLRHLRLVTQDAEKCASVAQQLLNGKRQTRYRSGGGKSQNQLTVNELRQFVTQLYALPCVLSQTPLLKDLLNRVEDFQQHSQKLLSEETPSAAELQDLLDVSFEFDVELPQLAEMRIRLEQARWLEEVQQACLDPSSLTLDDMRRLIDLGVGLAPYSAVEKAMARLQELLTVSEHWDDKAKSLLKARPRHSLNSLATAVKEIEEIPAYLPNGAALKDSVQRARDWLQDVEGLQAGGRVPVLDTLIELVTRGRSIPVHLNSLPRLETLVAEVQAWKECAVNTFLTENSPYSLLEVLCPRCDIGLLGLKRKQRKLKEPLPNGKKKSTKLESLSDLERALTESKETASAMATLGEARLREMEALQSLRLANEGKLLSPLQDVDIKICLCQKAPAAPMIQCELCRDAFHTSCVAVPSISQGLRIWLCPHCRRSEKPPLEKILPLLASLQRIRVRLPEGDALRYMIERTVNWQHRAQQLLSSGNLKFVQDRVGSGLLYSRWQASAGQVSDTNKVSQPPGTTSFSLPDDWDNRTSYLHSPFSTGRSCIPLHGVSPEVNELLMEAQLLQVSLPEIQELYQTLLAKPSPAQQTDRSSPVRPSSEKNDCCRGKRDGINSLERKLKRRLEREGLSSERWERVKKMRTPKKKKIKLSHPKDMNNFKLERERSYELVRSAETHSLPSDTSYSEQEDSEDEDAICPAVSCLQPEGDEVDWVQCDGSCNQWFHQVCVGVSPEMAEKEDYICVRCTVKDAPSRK
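Coupled FDH/NAD⁺ fluorescence readout. KDM5BΔAP 200 nM final; compound titration, 10 min RT preincubation; substrate mix 12.5 µM H3K4me3, 25 µM 2-OG, 50 µM Fe(II), 100 µM ascorbate, 0.25 mM NAD⁺, 0.25 U/mL FDH; ΔRFU over 30 min.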
Numbers without * were called inactive; ? = inconclusive; [ ] = dose if it differs, or a comment. Potency means the concentration at half of the fitted maximal effect. Only part of the results is shown; rates above refer to the full screens.

SMILES,KDM5B inhibitor
O=C(C1CCOCC1)N1CCCCCCn2c(nnc2-c2ccc(F)cc2)CC1,11%
CCCNC(=O)c1cccc2c1CCN2S(=O)(=O)c1ccccc1F,10%
O=C(CC1OC(=O)c2ccccc21)Nc1cccc(S(=O)(=O)N2CCCCCC2)c1 (centres undefined),-28%
CCOc1ccccc1C(=O)NC1CCCN(c2cc(-c3ccc(F)cc3)[nH]n2)C1 (centres undefined),?
COc1ccccc1OC(C(=O)NC1CC1)c1ccccc1 (centres undefined),-9%
N#Cc1ccc(CN2CCn3c(nnc3C3CCCNC3)C2)cc1 (centres undefined),20µM*
O=C(NCC1(COc2ccccc2)C[C@@H](O)[C@@H](O)C1)c1ccno1 (some centres undefined),-20%[86.2 µM]
COc1cccc(CN(Cc2ccco2)c2cnc(S(C)(=O)=O)nc2C(=O)Nc2ccccc2)c1,-5%
CC1(C)[C@H](Cc2cc(-c3ccc(F)cc3)on2)C[C@@H]1NC1CCOCC1,17%[86.2 µM]
CCC(=O)N1CCc2cc(CNS(=O)(=O)c3ccc(C(C)C)cc3)ccc21,-20%
c1ccc(CNc2ncncc2-c2nc(-c3ccccc3)no2)cc1,?
O=C(NCC(c1cccnc1)N1CCc2ccccc21)c1ccc(F)cc1 (centres undefined),9%

The results go on:
SMILES,KDM5B inhibitor
CC(=O)c1cccc(NC(=O)NCCc2c[nH]c3ccccc23)c1,24%
O=C1NCCCCCCN(Cc2ccncc2)[C@@H]2CN(S(=O)(=O)c3cccc(F)c3)CC[C@@H]12,?
CC(C)N(Cc1nc2ccccc2c(=O)[nH]1)C(=O)c1sc2cc(F)ccc2c1Cl,9%
CCc1nc(NC(=O)c2nc(-c3ccccc3)oc2C)sc1C,13%
CCOC(=O)c1c(NC(=O)c2ccc(OCC)c(Br)c2)sc2c1CCCC2,-8%
CCCn1cc(CN2CCc3nc(NC)nc(C(=O)N4CCCC4)c3C2)c(C)n1,?
CCNc1cc(N2CCC(CCC(=O)Nc3cc(C)ccc3OC)CC2)ncn1,0%
CC(=O)N1CCN(C2CCOC3(CCN(S(=O)(=O)c4ccccc4)CC3)C2)CC1 (centres undefined),-4%
CS(=O)(=O)N(Cc1cccnc1)C1CN(C(=O)Cc2c[nH]c3ccccc23)C1,8%
Cc1ccc(S(=O)(=O)NC[C@H]2OC[C@@H](NC3CCNCC3)[C@@H]2O)cc1,-25%
COCc1c(C(=O)N2C[C@@H](CO)[C@H](c3ccccn3)C2)noc1C,1%
Cc1nc2cc(NC(=O)C(C)Oc3ccc(Br)cc3)ccc2o1 (centres undefined),24%

Next compounds follow.
SMILES,KDM5B inhibitor
Cc1ccccc1-c1noc(-c2ccc(N3CCOCC3)c([N+](=O)[O-])c2)n1,-19%
COc1ccc(-c2nc(COc3ccc(F)c(Cl)c3)co2)cc1,-18%
COc1ccc(S(=O)(=O)N2CCC(C(=O)NC3CCCCC3)CC2)cc1C,-2%
COc1ccc(OC)c([C@@H]2Nc3ccc(C(=O)O)cc3[C@@H]3C=CC[C@@H]32)c1,?
Cc1c(C(=O)/C=C/N(C)C)nnn1-c1ccc(Cl)cc1C#N,-3%
CCCCN(C(=O)c1ccc(-c2ccc(Cl)cc2)o1)c1c(N)n(CC(C)C)c(=O)[nH]c1=O,-8%
O=C(CC1Nc2ccccc2NC1=O)Nc1cccc(C(F)(F)F)c1 (centres undefined),?
O=C(Nc1cc(F)ccc1F)c1ccccc1-c1ccccc1,13%
COc1ccc(C)cc1NC(=O)N1CCC(OC2CCN(Cc3ccccc3)CC2)CC1,2%
COC(=O)[C@H](C(C)C)N1CCc2nnn(Cc3ccc(C)cc3)c2-c2ccccc2S1(=O)=O,13%
COCc1ccc2c(c1)c(OC(C)(C)C(=O)NCCN1CCOCC1)nn2Cc1ccccc1,?
CC(C)NC(=O)C[C@@H]1C[C@H]2O[C@H](CNCc3ccccc3C(F)(F)F)[C@@H](O)[C@H]2O1,-8%[86.2 µM]

Next part.
SMILES,KDM5B inhibitor
CCN1CC2(CCN(C(=O)C(C)(C)N)CC2)CC(c2ccccc2)C1=O (centres undefined),-21%
CCCOc1ccc(S(=O)(=O)N2C(=O)CC(=O)N(Cc3ccc(OCC)cc3)C2=O)cc1,1%
CCCCNC(=O)Cc1csc2nc(C)c(-c3cc(C)n(-c4ccc(C)cc4C)n3)c(=O)n12,?
CCS(=O)(=O)c1ccc2oc(Nc3ccc(OC(F)(F)F)cc3)nc2c1,18%
Cc1ccc(CN(c2ccc(C(=O)N3CCCCCC3)cc2)S(C)(=O)=O)cc1,-9%
CCOc1ccccc1C(=O)NC(C)c1ccc(-n2ccnc2)cc1 (centres undefined),42%
Cc1ccc(CNC(=S)NC2CCC(C(C)(C)C)CC2)cc1 (centres undefined),4%
CC(C)(Oc1ccc2c(c1)CCC2)C(=O)N1CCC2(CC(=O)NC2=O)C1 (centres undefined),0%
CC(C)(C)OC(=O)N1CCC(c2c(C(=O)N3CCC(c4ccccc4)C3)cnn2-c2ccc(Cl)cc2)CC1 (centres undefined),-9%
CN(CCCn1cccn1)C(=O)C1CCN(C(=O)C2CCCC2)CC1,25%
COc1ccc(C(=O)Nc2ccc(N(C)Cc3ccccc3)c(C(=O)O)c2)cc1,?
Cc1noc([C@@H]2CN(C(=O)c3cc(C)n(C)n3)C[C@H]2COCC2CC2)n1,9%

Part of the list above, as labelled records.
> CN(CCCn1cccn1)C(=O)C1CCN(C(=O)C2CCCC2)CC1
  KDM5B inhibitor: 25%

> CCCOc1ccc(S(=O)(=O)N2C(=O)CC(=O)N(Cc3ccc(OCC)cc3)C2=O)cc1
  KDM5B inhibitor: 1%

> CC(C)(C)OC(=O)N1CCC(c2c(C(=O)N3CCC(c4ccccc4)C3)cnn2-c2ccc(Cl)cc2)CC1 (centres undefined)
  KDM5B inhibitor: -9%

> Cc1noc([C@@H]2CN(C(=O)c3cc(C)n(C)n3)C[C@H]2COCC2CC2)n1
  KDM5B inhibitor: 9%

Remaining list, next part
SMILES,KDM5B inhibitor
C=CCN1CCN(C(=O)c2ccc(N3CC4CC(C3)[C@H]3CCCC(=O)N3C4)nc2)CC1 (some centres undefined),?
CCn1cnnc1-c1nn(C)c2c1CN(C(=O)c1[nH]nc3c1CCc1cc(OC)ccc1-3)CC2,-43%
Cc1ccc(CCNC(=O)CCCc2nnc3n(C)c(=O)c4sccc4n23)cc1,-17%
CCCCc1ccc(C(=O)NC(Cc2ccccc2)C(=O)O)cc1 (centres undefined),-15%
CCOc1ccccc1NC(=O)c1c(NCc2sccc2C)sc2c1CCC(C)C2 (centres undefined),?
O=C(COc1c(I)cc(Cl)c2cccnc12)N1CCCC1,-15%
CN1C[C@H](O)C[C@H]1c1nc(-c2ccc(OC(F)(F)F)cc2)no1,-11%[86.2 µM]
COc1ccc(C(=O)Nc2ccc3oc(-c4ccccc4)cc(=O)c3c2)cc1OC,3%
Cc1ccc(CNC(=O)C23CCC(=O)N2CCS3)cc1 (centres undefined),11%
COc1ccc(C(=O)COC(=O)Cc2coc3cc4c(cc23)CCC4)cc1OC,?
Cc1cc(C)n(Cc2ccc(C(=O)N3CCCCCCNC(=O)CC3)o2)n1,1%
COc1ccc2[nH]cc(CCNC(=O)Nc3ccc(F)cc3)c2c1,?

A second format for part of the listing above.
molecule: CN1C[C@H](O)C[C@H]1c1nc(-c2ccc(OC(F)(F)F)cc2)no1
  KDM5B inhibitor: -11%[86.2 µM]
molecule: O=C(COc1c(I)cc(Cl)c2cccnc12)N1CCCC1
  KDM5B inhibitor: -15%

(continued)
SMILES,KDM5B inhibitor
COc1cccc2cc(-c3cc(=O)oc4cc(OCC(=O)OC(C)(C)C)ccc34)c(=O)oc12,25%
O=C(Nc1ccc(Br)cn1)Nc1ccc(F)cc1F,9%
O=C(Nc1ccc2oc(-c3cccc(Cl)c3)nc2c1)c1ccccc1,-1%
COc1ccc(NC(=O)O[C@@H]2CO[C@H]3[C@@H]2OC[C@@H]3NC(=O)Nc2cccc(C#N)c2)cc1,-6%
c1ccc(Nc2cc3c(cn2)CN(Cc2cnc[nH]2)CCN3)cc1,-31%[86.2 µM]
COc1cc(/C=c2\s/c(=C/C(=O)C(C)(C)C)[nH]c2=O)cc(Cl)c1OC,10%
CC1(C)Cc2c(c(N3CCOCC3)nc3sc4c(NCCc5ccccc5)nnnc4c23)CO1,8%
CCN(CC)Cc1cc(C2CC(=O)Nc3n[nH]c(C(=O)O)c32)ccc1OC (centres undefined),4%
O=C(Cc1nn[nH]n1)Nc1cc(Cl)cc(Cl)c1,13%
CNC(=O)CN(Cc1ccccc1F)S(=O)(=O)c1ccc(C)cc1,2%
COc1ccc(N2CC(C(=O)NCC3CC3)NC2=O)cc1 (centres undefined),-18%[86.2 µM]
COc1ccc(C)cc1NC(=O)C(=O)NCCc1csc(-c2ccc(C)cc2)n1,-7%

KDM5B inhibitor, hit marks shown above
SMILES,KDM5B inhibitor
N#Cc1ccc(CN2CCn3c(nnc3C3CCCNC3)C2)cc1 (centres undefined),20µM*

(list continues)
SMILES,KDM5B inhibitor
CCC(C)C(=O)NCCc1ccccn1 (centres undefined),20%
CN1CC[C@H]2CN(C(=O)c3cn(-c4ccccc4)nn3)C[C@@]2(C(=O)O)C1,-15%
C#CCNC(=O)CC[C@H]1CNC(=O)[C@@H]2[C@@H](CCN2Cc2ncc[nH]2)N1C,?
CC(C)C(=O)NCC12CCC=C1N(C)C(=O)CC2 (centres undefined),-10%
C=CCOc1ccc(NC(=O)C2CC2)cc1,-3%
c1ccc(-n2nnnc2CSc2nnc(N3CCCCC3)n2-c2ccccc2)cc1,7%
O=C(Nc1ccccc1N1CCOCC1)c1ccc(N2CCOCC2)c([N+](=O)[O-])c1,0%
COc1cccc(CNC(=O)CN2CC3CC(C2)[C@H]2CCCC(=O)N2C3)c1 (some centres undefined),13%
COCCN1C(=O)C(=O)/C(=C(/O)c2ccccc2)C1c1ccccc1 (centres undefined),12%
CCN(CC(=O)NC(=O)NC)C1CC1,-9%
CNCC(=O)N1CCCC(N2CCN(Cc3ccc4c(c3)OCO4)CC2)C1 (centres undefined),?
O=C(c1ccc2nccn2c1)N(Cc1c(F)cccc1Cl)C1CC1,-28%

The results go on.
SMILES,KDM5B inhibitor
Cc1cccc(NC(=O)CSc2nc(-c3cccs3)cc(C(F)(F)F)c2C#N)c1,?
CN(C)CCCNC/C=C/c1ccccc1,10%
COc1ccc(CNC(=O)CN(C)Cc2ccccc2F)cc1OC,18%
CCOc1ccc(CNC(=O)CSc2nnc(C)c3c(C)n(-c4ccc(Cl)cc4)nc23)cc1,-17%
CC(C)CC(NC(=O)c1ccco1)C(=O)O (centres undefined),15%
COCCc1noc(CC2CCOC3(CCN(C(=O)CCC4CCCC4)CC3)C2)n1 (centres undefined),27%
Cc1ccc(C(=O)N2CCC3(CC2)NC(=O)N(c2cccc(F)c2)N3)s1,-26%
COc1ccc(C(=O)Nc2c(N)nc(SCC(=O)N3CCC(C)CC3)[nH]c2=O)cc1,16%
Cc1ccc(NC(=O)c2ccc3c(c2)N(C)C2CCCCN2C3=O)cc1C (centres undefined),?
COC1CCOC2(CCN(S(=O)(=O)c3ccccc3)CC2)C1 (centres undefined),-3%
CS(=O)(=O)N1CCN(CC(=O)Nc2sc3c(c2C#N)CCCC3)CC1,0%
CCn1nc(C(=O)Nc2nc(-c3ccccn3)cs2)c2ccccc2c1=O,1%

Carrying on:
SMILES,KDM5B inhibitor
O=C1CC2(CCN(C(=O)C3(c4ccc(F)cc4)CCOCC3)C2)C(=O)N1 (centres undefined),-13%
CC(NC(=O)c1cccnc1)c1cccc(C(F)(F)F)c1 (centres undefined),3%
COc1ccc(CNC(=O)CCC2N=C3c4ccccc4N=C(SCc4ccc(F)cc4)N3C2=O)cc1 (centres undefined),?
Cc1cccc(OCCn2c(SCC(N)=O)nc3ccccc32)c1,-4%
COc1cc(CC(=O)NC2CCC(C)CC2)cc(OC)c1OC (centres undefined),15%
O=C(c1cc(-c2ccc(F)cc2)nc2ccccc12)N1CCN(C2CCS(=O)(=O)C2)CC1 (centres undefined),?
O=C(CSc1nnc2n1CCCN2)c1ccc([N+](=O)[O-])cc1,-22%
CCc1ccc(C(=O)N2CCC(c3n[nH]c(=O)n3Cc3ccc(F)cc3)CC2)cc1,24%
COc1cc(C)c(C(C)C)cc1S(=O)(=O)n1ccnc1C(C)C,7%
CC(=O)N1CCC2(CC1)CN([S+](C)(=O)[O-])Cc1ccccc1O2,28%[149 µM]
CCCCOc1ccc(Cn2c(=O)sc3ccccc32)cc1,-13%
COc1ccc(OC)c(CNC(=O)CCS(=O)(=O)c2ccc3c(c2)oc(=O)n3C)c1,-13%[11.5 µM]

Remaining list, next part:
SMILES,KDM5B inhibitor
CC1=C(C(=O)OC(C)C)C(c2ccccc2Cl)N2C(CC(=O)NCC3CC3)=CSC2=N1 (centres undefined),-6%
Cc1csc(SC(C)C(=O)c2ccc(F)cc2)n1 (centres undefined),13%
COc1ccccc1N1CC2(C1)CN(c1ccccc1)C(=O)O2,-18%[86.2 µM]
COc1ccc(-c2cc(C(=O)N3CCCC3)c3ccccc3n2)c(OC)c1,?
NC(=O)c1cc(S(=O)(=O)NCC2CCN(Cc3ccc(F)cc3)CC2)cs1,0%
CCOc1ccc(OCC)c(Nc2ccc3cc(S(=O)(=O)N4CCCC4)ccc3n2)c1,?
CC(C)CNC(=O)COC(=O)Cc1nn(C)c(=O)c2ccccc12,4%
